Screening data (PubChem BioAssay)
NTR1 ag: agonists of NTR1, primary screen, imaging, U2OS cells, beta-arrestin-GFP, high content (AID 493036); actives 0.17% (n = 330,000); NTR1-U2OS beta-arrestin-GFP spot imaging, agonist mode; activation, % at 20 µM; P30989;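 active = activation at or above 40% of the spot to cytoplasm intensity ratio, with at least 20 cells analyzed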;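 note: 0% = DMSO without peptide and 100% = 100 nM NTR1 peptide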
Target sequence (P30989 whole entry, looked up): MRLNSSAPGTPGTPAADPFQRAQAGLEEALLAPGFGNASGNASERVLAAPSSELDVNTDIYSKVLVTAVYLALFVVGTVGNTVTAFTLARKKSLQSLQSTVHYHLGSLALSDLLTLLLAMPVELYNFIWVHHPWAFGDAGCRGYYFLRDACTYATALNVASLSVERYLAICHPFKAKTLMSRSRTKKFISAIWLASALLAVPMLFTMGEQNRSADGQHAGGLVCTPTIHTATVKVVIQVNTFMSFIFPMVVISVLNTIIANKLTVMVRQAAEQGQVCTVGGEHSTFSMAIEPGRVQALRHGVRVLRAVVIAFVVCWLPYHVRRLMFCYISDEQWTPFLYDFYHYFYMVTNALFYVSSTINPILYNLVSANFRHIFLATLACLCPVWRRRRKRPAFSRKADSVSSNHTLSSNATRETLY
Rac1 GTP hydrolysis: MgcRacGAP GTPase-activating activity inhibitors, confirmation, biochemical, ADP Hunter fluorescence; one-dose inhibition, % at 30 µM; IC50 in µM for titrated hits; MgcRacGAP-stimulated Rac1 GTP hydrolysis, ADP Hunter fluorescence; higher % means a stronger effect; GST-tagged Rac1 F28L mutant substrate; actives 0.6% (n = 340,000);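 active = first-screen hits whose inhibition reached a set limit at any dose in the follow-up dose series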;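 note: fluorescence reports GDP produced by GAP-driven GTP hydrolysis; strong numbers were not always called active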
UTI89 phage lysis: inhibition of K1F phage lysis, E. coli UTI89, bacterial capsule biogenesis inhibitors, alamar blue (AID 488966) | E. coli UTI89 K1F phage lysis, alamar blue, 2 h; higher % means a stronger effect | inhibition, % at 100 µM; hits with a dose series show IC50 in µM | actives 0.02% (n = 340,000);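 active = phage lysis inhibition, versus mean bacterial control, above a set limit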;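 note: capsule biogenesis inhibitors block K1F phage lysis so surviving cells raise fluorescence; higher fluorescence means more inhibition of phage lysis; actives were called in the ten point dose series up to 300 µM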
NTR1 ag cell count 20 µM: recorded beside NTR1 ag, whose call it bears; cell count; measured here: cell count, cytotoxicity flag
Active calls of the source: *; [ ] = dose if it differs, or a comment.

nr | structure | NTR1 ag cell count 20 µM | UTI89 phage lysis | Rac1 GTP hydrolysis | NTR1 ag
1 | COc1ccccc1C(=O)NCC(c1ccco1)N1CCc2ccccc21 (stereo not given) | 62 | 0.6%[50 µM] | 6.7% | 0.4
2 | CCOC(=O)C1CCCN(C(=O)CSc2nnc3nc(C)cc(C)n23)C1 (stereo not given) | 62 | 1.2%[50 µM] | 3.3% | 1.4
3 | Cn1c(N)c(C(=O)CSc2nnc(C3CC3)n2Cc2ccccc2)c(=O)n(C)c1=O | 53 | 1.6% | -4.1% | -1.1
4 | CN1CCN(c2ccc(NC(=O)c3cc(S(N)(=O)=O)ccc3N3CCOCC3)cc2)CC1 | 55 | 0.1%[50 µM] | 6.7% | -1.3
5 | Cc1ccc(Cn2c(C(CO)Nc3nc(-c4ccc(F)cc4)cs3)nc3ccccc32)cc1 (stereo not given) | 66 | -1.1% | -2.0% | 15.1
6 | CC1CCCCC12NC(=O)N(CC(=O)Nc1ccc(N3CCCCC3)cc1)C2=O (stereo not given) | 80 | 1.9%[50 µM] | 12.7% | -0.1
7 | CN(C(=O)C1CCN(S(=O)(=O)c2ccccc2[N+](=O)[O-])CC1)C1CCCCC1 | 37 | 3.1% | -4.7% | 0.8
8 | O=C(COC(=O)C1(c2ccccc2)CCCC1)N1CCNC1=O | 69 | 0.8%[50 µM] | 0.3% | 0.8
9 | CCOc1ccc(NS(=O)(=O)c2ccc(NC(=O)c3ccccn3)cc2)cc1 | 51 | 0.0%[50 µM] | 1.7% | 1.8
10 | C=CC[C@@H](CC(=O)N(CCO)Cc1ccccc1)C(=O)NCCOC(=O)[C@H](CC=C)CC(=O)OC(C)(C)C | 55 | 0.4% | -2.1% | 2.8
11 | C=CC[C@@H](CC(=O)N[C@@H](CO)Cc1ccccc1)C(=O)N[C@H](COC(=O)[C@@H](CC=C)CC(=O)OC(C)(C)C)Cc1ccccc1 | 46 | 0.2% | 0.0% | 2.1
12 | Cc1cc(C)n2nc(SCC(=O)N3CCCC(C)C3)nc2n1 (stereo not given) | 42 | 0.1% | 13.8% | -1.9
13 | CCc1ccccc1NS(=O)(=O)c1ccc2[nH]cc(C(=O)NCc3ccco3)c(=O)c2c1 | 60 | 0.5% | 3.8% | -1.9
14 | CON(C)C(=O)C[C@@H]1C[C@H](OC(=O)c2ccc([N+](=O)[O-])cc2)CN1C(=O)OC(C)(C)C | 61 | -0.2% | 1.3% | 0.9
15 | Cc1cc(NC(=O)COC(=O)c2ccccc2O)no1 | 63 | 0.7%[50 µM] | 4.6% | 1.1
16 | O=C(COc1ccccc1)Nc1ccccc1C(=O)NC1CC1 | 51 | 0.7%[50 µM] | 6.0% | 0.1
17 | Cc1ccc(C[n+]2ccccc2)cc1 | 65 | 3.6% | 8.1% | -0.8
18 | O=C(NNC(=O)C1CCN(S(=O)(=O)c2c(Cl)cccc2Cl)CC1)c1ccccc1O | 59 | -1.0% | 0.8% | -0.4
19 | Cc1ccc(C)c(S(=O)(=O)N2CCN(C(=O)CCCc3c[nH]c4ccccc34)CC2)c1 | 60 | -0.5%[50 µM] | 1.9% | 4.1
20 | CC(C)CCN1CCN=C1N(C)C | 87 | 3.1% | 2.7% | -0.7
21 | COc1ccc(CCNC(=O)COC(=O)c2ncc(Cl)c(Cl)c2Cl)cc1OC | 57 | 0.0% | 1.6% | 3.5
22 | O=C(COC(=O)c1ccc(Cl)nc1)NC(=O)c1ccc(OC(F)F)cc1 | 54 | 1.2%[50 µM] | 5.1% | -0.2
23 | N[C@@H](Cc1ccccc1)C(=O)N1CCOCC1 | 102 | 2.9% | 4.3% | -1.3
24 | COc1ccc(-c2cc(CCC(=O)N3CCN(c4cc(C)ccc4C)CC3)[nH]n2)cc1 | 65 | 0.3% | 8.3% | 4.7
25 | Cc1ccc(S(=O)(=O)NCCC(=O)NNC(=O)COc2ccc(Br)cc2)cc1C | 68 | 0.2% | 6.4% | 0.0

nr | structure | NTR1 ag cell count 20 µM | UTI89 phage lysis | Rac1 GTP hydrolysis | NTR1 ag
26 | O=C(Nc1cccc(/C=C/c2ccccn2)c1)c1ccc(-n2cncn2)cc1 | 81 | -2.1% | -2.6% | 7.3
27 | COC(=O)CNC(=O)CSc1nc2sc(-c3ccccc3)cc2c(=O)n1-c1ccccc1 | 54 | 0.1% | 13.5% | 0.0
28 | COc1ccccc1N1C(=O)C(=O)N(C)C1=O | 44 | 0.4% | 7.4% | 1.7
29 | O=C(C[C@H]1C/C=C\CC[C@H](Cc2ccc(F)cc2)C(=O)O[C@@H](c2ccccc2)CNC1=O)N[C@@H](CO)Cc1ccccc1 | 66 | 3.0% | 6.8% | 13.5
30 | COc1cc(C)c(NC(=O)c2cccc(S(=O)(=O)N3CCCC3)c2)cc1OC | 56 | 1.3% | -9.4% | 3.1
31 | CC1C(=O)N2CCCc3cc(NC(=O)c4ccccc4Br)cc1c32 (stereo not given) | 63 | 1.3%[50 µM] | -0.3% | 1.7
32 | Cc1cnc(NC(=O)c2ccc(-c3ccc([N+](=O)[O-])cc3)o2)s1 | 98 | -0.2%[50 µM] | 6.0% | 1.0
33 | COc1cccc(NC(=O)CN(C)C(=O)c2ccc(OCc3ccccc3)c(OC)c2)c1 | 48 | -0.2%[50 µM] | -3.4% | 1.5
34 | Cc1cc(C)c(S(=O)(=O)N2CCCCC2CCNC(=O)C(=O)NCc2ccco2)c(C)c1 (stereo not given) | 64 | -0.1%[50 µM] | 2.4% | 1.3
35 | Cc1cc(C(=O)NNC(=O)c2ccccc2O)c(C)o1 | 84 | 0.9%[50 µM] | 2.2% | -1.7
36 | CC(C)n1ncc2c(C(=O)NCCc3ccc(S(N)(=O)=O)cc3)cc(C3CC3)nc21 | 60 | 0.3%[50 µM] | 2.0% | -0.5
37 | COc1ccc(N2CC(C(=O)NCCC3=CCCCC3)CC2=O)c(OC)c1 (stereo not given) | 70 | 1.1%[50 µM] | 3.9% | -0.2
38 | O=C(CSc1nccn(-c2ccc(Br)cc2)c1=O)NC1CCCC1 | 60 | 0.3%[50 µM] | 7.0% | -1.3
39 | CC(=O)c1ccc(NC(=O)C(C)OC(=O)c2cccc(-n3cnnn3)c2)cc1 (stereo not given) | 54 | 0.9%[50 µM] | 5.4% | 0.1
40 | Cc1cc(C(=O)CN2C(=O)NC3(CCCCCC3)C2=O)c(C)n1C | 71 | 0.6%[50 µM] | 1.1% | -0.6
41 | Cc1ccc(S(=O)(=O)N2CCC(C(=O)OCC(=O)N3CCC(C)CC3)CC2)cc1C | 69 | 0.3%[50 µM] | 1.3% | 1.1
42 | Cc1cccc(NC(=O)CNC(=O)CN2C(=O)NC3(CCc4ccccc43)C2=O)c1C (stereo not given) | 57 | 0.0%[50 µM] | -2.6% | 2.1
43 | Cc1cc(C(=O)NCC(=O)OCC(=O)NCC2CCCO2)ccc1[N+](=O)[O-] (stereo not given) | 62 | 0.4%[50 µM] | 1.2% | -2.5
44 | CCc1nnc(NC(=O)CSc2nc3[nH]c(=O)cc(O)c3s2)s1 | 90 | -0.6%[50 µM] | 7.1% | -0.7
45 | O=C(NCCCN1CCOCC1)c1cccc(S(=O)(=O)N2CCOCC2)c1 | 59 | 0.0%[50 µM] | 3.8% | -1.3
46 | CCNC(=O)N(CC)C[C@H]1N[C@@](Cc2ccccc2)(C(=O)OC)[C@H]2C(=O)N(C)C(=O)[C@@H]12 | 57 | 0.0% | 2.1% | 0.4
47 | O=C(NCC1CCCO1)c1cccc(S(=O)(=O)N(Cc2ccccc2)c2ccccc2)c1 (stereo not given) | 68 | -2.1% | 1.2% | 2.3
48 | CCOC(=O)c1[nH]cnc1C(=O)N[C@@H](C)c1ccccc1 | 45 | 1.9% | 3.9% | 0.0
49 | CC(C)NC(=O)N(C)C[C@H]1Oc2ccc(NC(=O)c3ccncc3)cc2C(=O)N([C@H](C)CO)C[C@@H]1C | 44 | -0.1% | 0.9% | -2.6
50 | Cc1ccc(NC(=O)CN2C(=O)NC3(CCCc4ccccc43)C2=O)c(C)c1 (stereo not given) | 52 | 0.4%[50 µM] | 4.6% | -1.5

nr | structure | NTR1 ag cell count 20 µM | UTI89 phage lysis | Rac1 GTP hydrolysis | NTR1 ag
51 | CC(NC(=O)c1ccccc1)C(=O)NNC(=O)c1ccccc1Cl (stereo not given) | 53 | 0.4%[50 µM] | 4.4% | -3.1
52 | CC(C)(O)c1cc2ccc(C#CCCN3C(=O)c4ccccc4C3=O)cc2c(=O)o1 | 66 | 0.4% | 7.0% | -0.9
53 | CN(c1ccccc1)S(=O)(=O)c1ccc(C(=O)Nc2ccncc2)cc1 | 75 | 0.5%[50 µM] | 5.1% | -0.8
54 | Cc1cccc(CCN2C(N(C)C)=NC[C@@H]2C)c1 | 97 | 3.9% | 7.8% | -6.1
55 | COc1cccc(CNC(=O)c2cccc(NC(=O)CC3SC(N4CCCCC4)=NC3=O)c2)c1 (stereo not given) | 51 | -0.6%[50 µM] | 2.5% | 2.4
56 | CN(C)CCCNC(=O)CC1C[C@H](C(=O)N2CCOCC2)[C@@]2(CCC3CCCC3)c3[nH]c4ccccc4c3CCN2C1=O (stereo not given in full) | 62 | 0.0% | 9.9% | 5.0
57 | CCOC(=O)c1nn(-c2ccc(F)cc2)c(=O)cc1OCC(=O)Nc1ccc(F)c(F)c1 | 72 | -0.1%[50 µM] | 4.5% | 0.0
58 | CN1CCN(c2ccc(S(=O)(=O)N3CCCCC3)cc2NC(=O)Cc2c(F)cccc2Cl)CC1 | 62 | 0.6%[50 µM] | 2.2% | -0.3
59 | COc1cc(OC)c(N(C)S(=O)(=O)c2cccc(C(=O)Nc3nccs3)c2)cc1Cl | 65 | 4.6% | 7.1% | 2.6
60 | Cc1ccc(NC(=O)CSc2nc(=O)n(CCCN3CCOCC3)c3c2CCCC3)cc1 | 59 | 1.5%[50 µM] | 3.8% | 0.1
61 | O=C(NNC(=O)c1ccc2c(=O)n3c(nc2c1)CCC3)c1ccc(Cl)cc1 | 83 | 0.5%[50 µM] | -3.2% | 2.8
62 | Cc1cccc(C)c1NC(=O)c1ccc(N2CCCC2=O)cc1 | 59 | 0.8%[50 µM] | 3.8% | 0.4
63 | COc1ccc(SC[C@H](Cc2ccccc2)N2CC[C@@H](C)CCC2=O)cc1 | 32 | -0.7% | 0.1% | 7.0
64 | COc1cccc(NC(=O)C(=O)NCCC2CCCCN2S(=O)(=O)c2cccs2)c1 (stereo not given) | 69 | 0.5%[50 µM] | 12.2% | 1.8
65 | CC(C)(Oc1ccc(Cl)cc1)C(=O)OCc1nc2ccsc2c(=O)[nH]1 | 58 | -0.1%[50 µM] | -0.3% | -0.9
66 | Cc1ccc(-c2cn(CCN)c(-c3ccc(Cl)nc3)n2)cc1 | 72 | 2.3% | 7.8% | 0.8
67 | CCOC(=O)C(C)C(C)=O (stereo not given) | 55 | 0.0% | 3.2% | 2.3
68 | COc1ccc(NC(=O)CSc2nc3nc(C)cc(C)c3c(=O)[nH]2)cc1OC | 47 | 0.5%[50 µM] | 5.6% | 0.4
69 | Cc1ccc(C(=O)OCC(=O)NC(=O)NCc2ccccc2)cc1C | 53 | 1.1%[50 µM] | 2.0% | 5.3
70 | Cc1ccc2c(c1)[C@H]1[C@H](CO2)[C@H](c2ccccc2)[C@]2(C)C(=O)N(Cc3ccc(F)cc3)CC(=O)N12 | 51 | 1.2% | 7.7% | 5.9
71 | COc1ccc(/C=C2\SC(=O)N(CCNC(=O)Cn3[nH]c(=O)c4ccccc4c3=O)C2=O)cc1 | 60 | 0.2% | 6.7% | -0.4
72 | O=C(CCc1c[nH]c2ccccc12)OCC(=O)N1CCN(S(=O)(=O)c2ccccc2)CC1 | 54 | 0.5%[50 µM] | 13.4% | 1.0
73 | CCCn1c(N)c(N(CCOC)C(=O)COC(=O)CSc2cc(C)c3ccccc3n2)c(=O)[nH]c1=O | 53 | 0.5%[50 µM] | 5.8% | 1.1
74 | N#Cc1ccsc1NC(=O)c1cnccn1 | 91 | -0.4% | -6.6% | 0.8
75 | C[C@@H]1CC[C@]2(O[C@H](CCO)C[C@@H](O)[C@@H]2O)O1 | 46 | -0.7% | -4.3% | 0.3
76 | Cc1c(C(=O)N2CCCCC2)oc2ccccc12 | 55 | 0.1% | 0.7% | 1.0
77 | O=C(NNC(=O)c1ccc(F)c(S(=O)(=O)N2CCOCC2)c1)c1ccc([N+](=O)[O-])cc1 | 49 | 0.9%[50 µM] | 0.6% | 0.1
78 | Cc1cccc(CN2CCN(CC(=O)NCc3ccc(F)cc3)C2=O)c1 | 51 | 0.5% | 0.5% | 1.6

Reformatted in transposed form: 4 of the compounds above.
#74 N#Cc1ccsc1NC(=O)c1cnccn1
#75 C[C@@H]1CC[C@]2(O[C@H](CCO)C[C@@H](O)[C@@H]2O)O1
#76 Cc1c(C(=O)N2CCCCC2)oc2ccccc12
#77 O=C(NNC(=O)c1ccc(F)c(S(=O)(=O)N2CCOCC2)c1)c1ccc([N+](=O)[O-])cc1

Assay by compound	74	75	76	77
NTR1 ag cell count 20 µM	91	46	55	49
UTI89 phage lysis	-0.4%	-0.7%	0.1%	0.9%[50 µM]
Rac1 GTP hydrolysis	-6.6%	-4.3%	0.7%	0.6%
NTR1 ag	0.8	0.3	1.0	0.1

The list is partial (hit frequency here may not be typical).
